Assay outcomes (PubChem)
HSF1 inhib: HSF1 inhibition. NIH3T3-HGL HSE-luciferase, MG132-induced, luminescence 8 h; stronger effect = lower value. activity change, negative = inhibition, % at 7.5 µM (by protocol). 300,000 tested, 0.77% active. AID 2098;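 active = more than half of replicate wells show activity change below -50%, luminescence cut by over half; inconclusive = some wells, but at most half, below -50%; inactive = no replicate well below -50%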;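 also: luciferase reports HSF-1 transcriptional activity via heat shock element; 0% = median of DMSO wells and -100% = zero luminescence signal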
HSP90 refold inh: inhibitors of HSP90 luciferase refolding in rabbit reticulocyte lysate | luciferase refolding luminescence, 3 h | inhibition, % at 5.6 µM | 290,000 tested, 0.91% active | AID 1789;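 active = inhibition above the screen-wide mean plus 3 SD, computed separately per campaign, cut at about 16% in these data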;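 also: 0% = DMSO wells and 100% = 60 µM geldanamycin wells; inhibitors lower the luminescence because luciferase stays unfolded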
HSF-1 act: increases HSF-1 driven luciferase reporter signal | NIH3T3-HGL HSF-1 luciferase reporter, MG132, 8 h; 100% = twice DMSO control signal | activation, % at 9 µM | 300,000 tested, 1.7% active | AID 504408;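 active = mean replicate activation of at least 50% with a set share of replicates each reaching 50%; inconclusive = only one of those two conditions met; inactive = mean below 50% and too few replicates reaching it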;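 also: 0% = median of the neutral control wells and 100% = twice that signal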
Dyrk1A ADPGlo: blocks rat Dyrk1A kinase activity; inhibition, % at 12.5 µM; ADP-Glo luminescence, NFATc1 peptide; 310,000 tested, 0.43% active; Q63470; in the data active = inhibition above about 50%;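 also: plate controls were vehicle with enzyme for no effect and no enzyme for full effect; many of its hits are not listed in these tables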
GSK3B inh: human GSK3beta kinase inhibition; P49841; GST-GSK3beta kinase, ADP-Glo luminescence, 60 min; stronger effect = lower value; activity score (negative = inhibition), % at 10 µM; 300,000 tested, 0.038% active;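 active = more than half of replicate wells score below -50%, meaning over 50% inhibition versus plate controls; inconclusive = some replicates but at most half score below -50%; inactive = no replicate scores below -50%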;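 also: 0% = median DMSO wells and -100% = median GW8510 positive control wells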
Target sequence (P49841 whole entry, looked up): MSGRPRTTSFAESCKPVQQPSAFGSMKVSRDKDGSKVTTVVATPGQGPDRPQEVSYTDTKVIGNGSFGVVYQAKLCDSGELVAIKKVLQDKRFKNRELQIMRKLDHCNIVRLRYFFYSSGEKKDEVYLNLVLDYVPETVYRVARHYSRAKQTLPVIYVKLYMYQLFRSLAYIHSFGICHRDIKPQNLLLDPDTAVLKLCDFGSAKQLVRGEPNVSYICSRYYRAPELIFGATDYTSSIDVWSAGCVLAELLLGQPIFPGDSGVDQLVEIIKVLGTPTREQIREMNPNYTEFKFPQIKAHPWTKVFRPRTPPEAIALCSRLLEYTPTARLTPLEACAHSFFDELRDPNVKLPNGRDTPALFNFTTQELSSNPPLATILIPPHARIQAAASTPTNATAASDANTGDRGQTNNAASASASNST
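Assay system: GST-fused GSK3beta enzyme, cell-free / Medium: Tris pH 7.5 buffer with MgCl2, DTT, BSA, heparin / Also added: peptide substrate plus 25 µM ATP (final) / Compound: 10 µM single point / Timing: kinase reaction with compound 60 min at room temperature / Detection: ADP-Glo luminescence / Benchmarks: DMSO neutral wells and GW8510 at 20 µM as positive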
AI-2 QS mod: modulators of Vibrio harveyi AI-2 quorum sensing system. Vibrio harveyi JMH597 AI-2 luminescence/OD600 ratio, 9 h; stronger effect = lower value; strain lacks LuxN and CqsS sensors; 0 = neutral-control median. activity change, % at 7.5 µM. 300,000 tested, 0.4% active; in the data active = activity change below about -75%, passing the limit was not always enough; inconclusive = no clear call, values can overlap the other calls;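 also: luminescence divided by OD600 gain over 9 h not by final OD600 alone; inactives centre near 13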
PolyA inhibitor: yeast polyadenylation inhibition; 300,000 tested, 0.02% active; calls only at 12 µM; S. cerevisiae SKY197-pL101 polyadenylation reporter, beta-gal luminescence; efflux-impaired pdr1/pdr3 knockout yeast; score 100 = 6 SD above DMSO;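 active = lowest replicate activity score at least 50, where 100 means six control SD above control mean; inconclusive = lowest score under 50 but half or more replicates reach 50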;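 also: yeast exposed to compound for 9 h at 30 °C; higher score means more reporter readthrough which indicates perturbed polyadenylation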
GSK3A inh: inhibitors of human GSK-3 alpha kinase; P49840; ADP-Glo luminescence, 60 min; inhibition, % at 10 µM; 320,000 tested, 0.1% active;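 in the data active = inhibition above about 50%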;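 also: GST-tagged GSK-3 alpha with peptide substrate and 25 µM ATP; 0% = DMSO neutral wells and 100% = GW8510 positive control wells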
HDAC3 inh: blocks human histone deacetylase 3 | O15379 | recombinant HDAC3, fluorogenic peptide/trypsin coupled, fluorescence | inhibition, % at 8.3 µM | 320,000 tested, 0.15% active | AID 2718; in the data active = inhibition above about 26%, passing the limit was not always enough; inconclusive = no clear call, values can overlap the other calls
Target sequence (O15379 whole entry, looked up): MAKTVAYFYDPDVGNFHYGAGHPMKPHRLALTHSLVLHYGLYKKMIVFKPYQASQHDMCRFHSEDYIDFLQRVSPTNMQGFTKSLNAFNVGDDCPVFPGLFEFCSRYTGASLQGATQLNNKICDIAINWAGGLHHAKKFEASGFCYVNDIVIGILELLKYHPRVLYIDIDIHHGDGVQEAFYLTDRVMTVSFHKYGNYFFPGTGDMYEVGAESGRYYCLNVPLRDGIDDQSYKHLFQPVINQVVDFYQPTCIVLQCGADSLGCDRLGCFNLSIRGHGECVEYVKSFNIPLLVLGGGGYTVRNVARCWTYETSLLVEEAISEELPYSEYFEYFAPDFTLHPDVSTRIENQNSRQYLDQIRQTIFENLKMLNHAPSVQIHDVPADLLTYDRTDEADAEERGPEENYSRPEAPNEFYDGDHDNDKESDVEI
Platelet DG rel: platelet dense granule release activity; human platelet-rich plasma, SFLLRN dense granule ATP release, luminescence; inhibition, %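 (compounds screened at 7.5 µM in platelet-rich plasma)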; 300,000 tested, 0.22% active; AID 1663;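 active = mean replicate score, as percent of positive control, at or above 50; inconclusive = mean below 50 but at least one replicate at or above 50; inactive = mean and every replicate below 50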
Active calls of the source: *; i = inactive; ? = inconclusive; . = no result given. This is a subset; the hit share may differ from the screen's.

GSK3B inh	Compound	AI-2 QS mod	Dyrk1A ADPGlo	GSK3A inh	HSP90 refold inh	HDAC3 inh	PolyA inhibitor	Platelet DG rel	HSF-1 act	HSF1 inhib
0.0	CC(=O)N1CCN(CC(=O)Nc2ccccc2Sc2ccc(Cl)cc2)CC1	11.7	0.4	0.0	0.2	4.3	i	-8.4	21.1	1.2
1.2	Cc1ccc(OCc2nc3c4c(ncn3n2)-c2ccccc2CC42CCCC2)cc1	12.1	-4.0	-1.6	4.4	-0.5	i	-5.7	11.5	1.4
4.1	Cc1cc(C)nc(-n2nc(C)c3c(=O)[nH]c(C(F)(F)F)nc32)n1	-0.1	0.3	3.5	-0.4	-6.3	i	-26.7	-0.6	-1.4
5.1	Cc1ccc(S(=O)(=O)CCC(=O)OCC(=O)NCc2ccc(Cl)cc2)cc1	27.2	1.3	0.7	1.7	-2.7	i	0.1	0.4	1.4
-2.2	CCS(=O)(=O)N1CCN(c2cc3c(cc2[N+](=O)[O-])n(C)c(=O)n3C)CC1	8.8	-1.7	0.3	3.7	-0.8	i	0.7	12.5	-1.3
1.5	Cn1c(SCc2cccc(Br)c2)nc2c1c(=O)[nH]c(=O)n2C	8.0	-3.4	5.6	-3.7	0.5	i	-5.0	-8.9	-6.5
-4.6	COc1ccc(OCc2nnc(SCc3ccc(C(=O)O)cc3)o2)cc1	27.4	4.0	-0.9	1.2	3.2	i	-4.8	32.4	2.0
-1.7	COc1ccccc1CCC(=O)Nc1cc(S(=O)(=O)N2CCCCC2)ccc1N1CCN(C)CC1	15.0	5.0	-2.7	.	5.1	i	-0.3	0.0	2.9
-0.5	CCCCn1cnc2c(cnn2-c2ccc(Cl)cc2)c1=O	10.9	-10.7	1.4	-1.5	3.9	i	-0.3	30.1	15.5
1.2	COC(=O)/C=C/c1cnc[nH]1	2.5	-2.4	-3.5	-0.1	8.8	i	-2.7	-2.2	-1.7
-3.2	Cc1nn(C(C)C(=O)NCC2CCCO2)c(=O)c2c1sc1ccccc12 (stereo not given)	-7.4	1.1	-1.1	7.3	-0.7	i	12.0	-5.0	-2.6
1.6	O=C(CSc1ncnc2c1oc1ccccc12)NC1CCCCC1	8.3	-3.4	-3.3	0.5	-5.3	i	7.7	-30.0	-6.0
3.7	Cc1[nH]c2ccc(-c3nnc(SCC(=O)c4ccc(F)cc4)o3)cc2c1C	27.2	-4.1	-3.1	0.0	4.2	i	7.3	-64.0	-60.0*
2.9	CCCS(=O)(=O)c1csc(C(=O)OC)c1N	9.3	.	15.7	-0.1	-1.7	i	-2.5	28.1	3.6
-1.2	CCCC(=O)Nc1ccccc1NC(=O)CN(C)S(=O)(=O)c1ccc(C)cc1	4.7	1.0	4.8	2.9	0.4	i	-2.0	4.6	4.5
-0.4	CC1(C)CC(=O)C(C(C2=C(O)CC(C)(C)CC2=O)c2ccc(O)c([N+](=O)[O-])c2)=C(O)C1	15.7	-1.9	-2.7	-2.2	?	i	2.8	6.8	0.1
-1.9	CNc1nc(C)c(C#N)c(-c2ccccc2)c1C(C)=O	16.6	-0.3	-3.3	2.9	-0.9	i	-6.9	14.2	-0.7
-0.3	CCNC(=S)N(Cc1ccco1)Cc1cc2cc(OCC)ccc2[nH]c1=O	28.2	-2.2	-0.1	-2.1	-0.3	i	-10.9	70.7*	41.0
4.9	COc1ccccc1N(C)S(=O)(=O)c1ccc(Cl)c(C(=O)NNC(=O)c2ccccc2O)c1	20.8	-4.5	0.1	2.0	-1.3	i	14.5	14.7	5.6
-1.4	CCOC(=O)c1c(NC(=O)CCl)sc(C(=O)N(CC)CC)c1C	36.8	0.2	-2.1	0.5	5.2	i	3.8	22.0	11.3
0.6	CCOC(=O)C1CCCN(C(=O)CCNS(=O)(=O)c2cc(Br)cnc2N)C1 (stereo not given)	21.5	1.7	-1.5	-4.2	3.5	i	-7.6	1.8	-3.3
5.7	O=S(=O)(c1cc(Cl)cc(Cl)c1O)N1CCC2(CC1)OCCO2	15.1	3.0	-10.8	-2.3	1.0	i	-1.2	3.2	2.7
2.7	CC(C)(CNC(=O)c1ccccc1NS(C)(=O)=O)N1CCCCC1	-1.1	-3.2	0.1	-3.7	-2.5	i	8.1	10.9	-0.8
3.7	O=C1c2cccnc2C(Nc2ccccc2)N1Cc1ccco1 (stereo not given)	17.3	4.0	-5.0	-0.8	1.9	i	-6.8	0.2	-2.9
-1.7	COC(=O)C1=CN(c2ccc(F)cc2)C=C(C(=O)OC)C1c1cccc(Br)c1	15.7	-1.5	-0.6	1.5	-1.1	i	6.8	?	11.3
0.8	COC(=O)c1nc(NC(=O)C(C)C)n[nH]1	15.8	5.1	-0.9	1.5	0.0	i	-12.5	1.2	-9.6
-8.1	Cc1nnc(N(Cc2ccccc2)C(=O)c2cnccn2)s1	10.8	.	-1.1	1.7	1.2	i	.	-10.2	1.0
2.6	COCCN1CCN(C(=O)C2CCC(=O)N(CCc3cccc(F)c3)C2)CC1 (stereo not given)	5.5	3.1	-5.7	-2.0	-7.2	i	-4.5	1.9	-5.9
2.0	C[C@]12CC[C@@H]3c4ccc(O)cc4CC[C@H]3[C@@H]1C[C@@H](O)[C@@H]2O	19.5	-0.3	-2.8	-1.2	-6.2	i	-1.9	-4.1	-0.7
1.0	COC(=O)[C@H](CCSC)NC(=O)Nc1ccc(C)cc1	13.5	-4.8	-2.2	-4.1	-0.2	i	-3.4	7.6	-3.7
1.7	CS(=O)(=O)N(CC(=O)N1CCCC1)c1cc(Cl)c(Cl)cc1Cl	11.9	-19.0	1.1	8.8	-1.9	i	4.8	-9.3	3.4
0.2	O=C(Nc1ccc(NC(=O)c2sc3ccccc3c2Cl)cc1)c1ccco1	26.1	-4.2	0.9	1.8	-7.6	i	-16.7	-4.9	-4.6
-1.4	CCCCn1c(=N)n(CC(=O)c2ccc(OC)cc2)c2ccccc21	19.7	.	-0.2	4.5	1.7	i	-4.3	10.7	-0.9
3.8	O=c1[nH]c(/C=C/c2cccc([N+](=O)[O-])c2)c([N+](=O)[O-])c(=O)[nH]1	13.3	-2.3	-3.5	9.8	5.2	i	-0.9	0.3	-5.6
0.2	CCC(=O)NCCc1nc2cc(NC(=O)Nc3ccccc3)ccc2n1C	15.4	-2.6	-0.9	4.3	10.1	i	12.3	4.5	1.5
-19.8	CCOc1c(Br)cc(CNc2ccc3c(c2)OCCO3)cc1OC	-3.6	-2.7	2.6	6.2	9.6	i	2.4	-47.4	-46.4
0.3	Cc1cccc(C(=O)NCc2nnc3c4ccccc4c(-c4ccccc4)nn23)c1	10.9	5.7	14.4	-6.1	-3.7	i	-0.2	14.7	-6.0
1.6	CCOC(=O)c1ccc(NS(=O)(=O)CC)cc1	26.1	-2.0	-3.7	-2.9	.	i	1.3	-18.7	-9.2
-2.1	Brc1ccc(-c2nnc(Cc3ccccc3)o2)cc1	14.4	.	-1.2	2.3	8.4	i	-2.0	56.4*	33.9
2.9	CC(C)=NN/C(N)=N/C(=S)Nc1ccc(C)cc1	18.2	-4.2	-0.9	2.4	-3.1	i	4.0	-5.4	-0.2
.	CCC(=O)c1cn(CC(=O)Nc2ccc(OC)cc2)c2ccccc12	.	-2.0	-1.0	-2.5	-2.5	i	-10.7	3.7	6.9
3.6	CC1(C)Cc2nc3oc4c(NCCCN5CCOCC5)ncnc4c3cc2CO1	18.8	.	3.4	1.8	-33.8	i	0.5	-0.3	-8.6
0.2	O=C(c1ccc(-n2cncn2)c([N+](=O)[O-])c1)N1CCN(c2cccc(Cl)c2)CC1	12.4	3.2	-1.9	-3.4	3.2	i	20.8	9.1	-1.5
2.9	c1ccc(CN2CCN(C3=Nc4cccc5cccc3c45)CC2)cc1	14.2	5.7	.	-0.9	.	i	4.0	31.8	10.4
2.7	N#CC1=C(N)Oc2cc(N)ccc2C1c1ccccc1Cl (stereo not given)	27.4	-5.4	0.4	-0.1	-4.4	i	-4.2	-71.3	-61.4*
-4.5	O=C(Nc1ccc([N+](=O)[O-])cc1)c1cn(-c2ccccc2)nc1-c1cc2ccccc2o1	-7.2	3.7	-2.6	-3.1	9.1	i	-10.7	-3.2	-4.1
-1.8	C#CCOCCOCCOCCNc1nc(N2CCN(C(=O)CCCCCCCCCCNC(=O)[C@H](CO)n3cc(CCCSC)nn3)CC2)nc(N2CCN(C(=O)CCCCCCCCCCNC(=O)[C@H](CCCCN)n3cc(C[C@@H](C)CC)nn3)CC2)n1	-12.7	.	-13.2	.	3.3	i	-7.2	-85.3	-85.0*
1.7	CN(C)S(=O)(=O)c1ccc(C(=O)NCc2ccc3[nH]c4c(c3c2)CCCC4)cc1	10.0	0.5	1.3	-3.9	-0.4	i	1.2	10.4	-4.1
-1.0	CC1CCC(NC(=O)CCC(=O)N2CC(C)Oc3ccccc32)CC1 (stereo not given)	10.8	10.9	.	-2.7	.	i	8.8	0.4	0.9
-2.5	COc1ccccc1N(CN1CCCC1=O)C(=O)c1c(F)cccc1F	11.0	-2.3	-0.6	-0.3	8.8	i	-4.2	4.4	-1.5
1.6	CCOC(=O)Cc1csc(NC(=O)CSc2nnc(C)n2C)n1	17.1	-9.1	5.5	10.9	-6.0	i	1.4	8.8	-1.5
2.1	Cc1[nH]c2ccccc2c1C(=O)CN1C(=O)C(=O)N(Cc2ccco2)C1=O	31.2	-1.5	-2.7	0.4	-6.4	i	-4.8	-7.4	-2.9
-9.4	O=C(CCNC(=O)c1ccccc1Cl)NNC(=O)c1ccccc1O	-3.5	0.9	0.7	.	1.2	i	-1.9	0.3	-7.8
1.3	O=C(CN1C(=O)/C(=C/c2ccccc2F)Sc2ccccc21)NCC1CCCO1 (stereo not given)	1.2	0.8	.	2.1	5.7	i	16.6	13.2	-1.7
-1.1	CCOC(=O)N1CCN(C(=O)c2ccc(NS(=O)(=O)c3ccc4[nH]c(=O)[nH]c4c3)cc2)CC1	19.9	-5.2	-0.4	.	-4.7	i	-1.9	-0.7	-1.5
-5.2	Cc1ccc(S(=O)(=O)Nc2ccc(N=Nc3ccc(O)cc3)cc2)cc1	0.9	0.1	2.8	-4.2	7.4	i	-3.8	16.3	8.9
